Screening data as filed in PubChem BioAssay.
FXN GAA850 act: frataxin GAA850 promoter activation; HEK293 lucGAA850 FXN promoter luciferase reporter, 24 h; percent of 10 µM SAHA response; hit rate 0.56% among 360,000; activation, % at 6 µM;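 active = activation above the average of all compounds screened plus 3 SD, cutoff fixed separately per campaign, cut at about 7.5% in these data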;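 note: 0% = DMSO wells and 100% = 10 µM SAHA wells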
ADAM10 inh: ADAM10 inhibition, QFRET primary screen; O14672; AID 720582; hit rate 0.62% among 370,000; inhibition, % at 7 µM; recombinant ADAM10, EDANS/DABCYL FRET peptide cleavage, 3 h;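 active = inhibition above a per-campaign cutoff equal to the mean of compounds falling between control-based bounds plus 3 SD, cut at about 20% in these data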;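 note: 0% = DMSO wells while the 100% control is not disclosed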
hgDAF-12 ag: activates the H. glycines DAF-12 receptor ligand-binding domain. hit rate 1.8% among 370,000. HEK293 GAL4-hgDAF12 UAS-luciferase reporter, agonist luminescence; normalized to butyrate control. activation, % at 6.8 µM;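 active = activation above a cutoff set at the mean of all screened compounds plus 3 SD, cut at about 10% in these data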;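 note: 0% = DMSO wells and 100% = sodium butyrate wells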
SMARCA2 activ: increases SMARCA2 function in MMTV reporter cells; MG213 cells, MMTV-luciferase reporter, dexamethasone, overnight; activation, % at 9.1 µM; hit rate 1% among 370,000; AID 652017; in the data active = activation above about 7.8%;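 note: 0% = vehicle wells and 100% = reference activator wells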
ADAM17 inh: inhibitors of human ADAM17; recombinant ADAM17, EDANS/DABCYL FRET peptide cleavage; inhibition, % at 6.95 µM; hit rate 0.83% among 370,000; AID 720648;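 active = inhibition above the mean of compounds lying between control limits plus 3 SD, set per campaign, cut at about 8.5% in these data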;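 note: 0% = DMSO-only wells as the low control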
Target sequence (P78536 215-824 limits assumed): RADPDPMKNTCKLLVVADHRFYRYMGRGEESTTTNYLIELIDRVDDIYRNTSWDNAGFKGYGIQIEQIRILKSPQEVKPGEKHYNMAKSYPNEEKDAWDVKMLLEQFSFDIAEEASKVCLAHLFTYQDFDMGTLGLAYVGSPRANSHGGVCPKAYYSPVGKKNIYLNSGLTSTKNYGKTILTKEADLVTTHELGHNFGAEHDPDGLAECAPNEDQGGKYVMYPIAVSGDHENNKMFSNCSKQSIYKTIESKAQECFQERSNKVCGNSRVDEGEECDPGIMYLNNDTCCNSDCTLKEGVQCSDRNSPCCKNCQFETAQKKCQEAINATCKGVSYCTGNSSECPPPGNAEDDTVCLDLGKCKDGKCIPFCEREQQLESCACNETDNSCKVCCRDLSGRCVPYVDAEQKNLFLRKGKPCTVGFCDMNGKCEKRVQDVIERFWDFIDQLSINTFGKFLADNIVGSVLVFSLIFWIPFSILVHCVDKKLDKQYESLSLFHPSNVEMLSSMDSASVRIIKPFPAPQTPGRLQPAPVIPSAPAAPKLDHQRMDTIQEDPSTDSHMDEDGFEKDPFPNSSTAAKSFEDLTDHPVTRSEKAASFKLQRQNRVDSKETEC
GC-A act: GC-A (human) enzyme activation; P16066; HEK293 GC-A cells, cGMP TR-FRET, EC30 ANP; 0% at EC30 ANP, 100% saturating ANP; activation, % at 10 µM; hit rate 0.14% among 370,000; AID 1671463; in the data active = activation above about 40%
PG9 binder: binds the HIV-1 gp120 antibody PG9; TR-FRET gp120-PG9 antibody binding; inhibition, % at 6.7 µM; hit rate 0.43% among 360,000; AID 624416; in the data active = inhibition above about 8.5%
ssDAF12 agonist: activates DAF-12 receptor from parasite S. stercoralis | HEK293 ssDAF-12/GRIP1 lit1-tk-luc reporter, luminescence; % of 3 µM dafachronic acid response | activation, % at 6.8 µM | hit rate 1% among 370,000;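 active = activation above the mean over all tested compounds plus 3 SD, cut at about 0.9% in these data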;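 note: 0% = DMSO-only wells and 100% = 3 µM delta7-dafachronic acid wells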
DAX1 inh-1: NR0B1 (DAX1) inhibition; hit rate 0.99% among 340,000; P51843; HEK293 Gal4-DAX1 luciferase reporter, luminescence; inhibition, % at 6.75 µM; AID 504766;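 active = inhibition above the mean over all tested compounds plus 3 SD, cut at about 4.2% in these data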;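 note: 0% = DAX1-transfected cells with DMSO and 100% = empty-vector control cells with DMSO; inhibition shows as a rise in luminescence from relieved DAX1 repression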
Target sequence (P51843 207-470 limits assumed): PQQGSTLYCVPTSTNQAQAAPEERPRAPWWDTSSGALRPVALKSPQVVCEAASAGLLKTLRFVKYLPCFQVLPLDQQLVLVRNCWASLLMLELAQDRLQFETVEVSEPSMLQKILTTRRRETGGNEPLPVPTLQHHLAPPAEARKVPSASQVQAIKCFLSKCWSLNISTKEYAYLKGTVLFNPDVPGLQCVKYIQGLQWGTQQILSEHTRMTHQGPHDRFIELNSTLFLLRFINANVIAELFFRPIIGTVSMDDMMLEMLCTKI
DAX1 inh-2: blocks DAX1 repression of SF-1 activated StAR promoter; inhibition, % at 6.8 µM; HEK293T StAR-luciferase reporter, SF-1/DAX-1 repression relief; hit rate 1.1% among 370,000; AID 652010;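 active = inhibition above the mean over all tested compounds plus 3 SD, cut at about 3.6% in these data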;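 note: 0% = DAX-1 cells with DMSO and 100% = cells lacking DAX-1 with DMSO; higher inhibition means more luminescence from relief of DAX-1 repression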
hcDAF12 agonist: H. contortus DAF-12 activation, primary screen; HEK293 hcDAF-12 lit1-tk-luc reporter, luminescence; 0% DMSO, 100% Δ7-dafachronic acid; activation, % at 6.8 µM; hit rate 1.4% among 370,000;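 active = activation above the mean of all tested compounds plus 3 SD, cut at about 5.5% in these data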;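 note: 100% = response to 3 µM Δ7-dafachronic acid high control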
Active calls of the source: *; x = no result given.

SMILES	FXN GAA850 act	ADAM10 inh	hgDAF-12 ag	SMARCA2 activ	ADAM17 inh	GC-A act	PG9 binder	ssDAF12 agonist	DAX1 inh-1	DAX1 inh-2	hcDAF12 agonist
CCCCN1C[C@H](C)[C@@H](CC(=O)NC)C1=O	2.8	-18	-3.3	-3	-4	1	-1.0	-0.8	0.3	-0.1	2.0
CSc1ccccc1C(=O)Nc1ccc(C)cc1C	-1.7	5	-2.5	0	2	2	-0.8	-0.1	0.0	-1.1	-2.1
COC1CC(NC(C)=O)C(OC(=O)c2ccccc2)C(CBr)O1 (stereo not drawn)	-0.5	5	-1.5	4	0	0	-1.4	-1.3	1.6	-0.4	-0.5
CC(C)C(=O)Nc1ccc2oc(=O)ccc2c1	1.5	-144	1.9	0	-56	0	-0.6	-2.1	0.9	-0.2	0.5
Cc1cccc(OCc2nnc(SCC(=O)NCc3ccc4c(c3)OCO4)o2)c1	-1.9	2	0.5	-2	1	3	-1.0	-0.5	1.4	0.3	-2.2
COc1ccc(N2CCN(C(=O)CSc3nnc(-c4cccnc4)n3-c3ccc(F)cc3)CC2)cc1	-2.0	11	-3.4	7.9*	-1	-1	0.0	-1.9	-0.8	-0.1	-3.1
CCOC(=O)c1c(NC(=O)C2C3C=CC(CC3)C2C(=O)O)sc(C)c1CC (stereo not drawn)	2.1	5	-2.4	-4	4	5	8.7*	-1.3	-0.3	-0.3	-2.2
C=CCOCCN(CC)CC	1.2	7	-2.7	0	-1	4	-1.7	-1.1	1.1	-0.1	1.0
COc1ccc(CNC(=O)CCNS(=O)(=O)c2ccc(NC(C)=O)cc2)cc1OC	0.0	-9	2.1	2	-3	1	0.8	-1.1	0.3	1.9	-0.6
COc1ccccc1NC(=O)CCN1C(=O)/C(=C\c2cc(OC)c(OC)c(OC)c2)SC1=S	-1.1	-3	1.1	-1	-4	-1	0.8	-1.0	0.2	-0.1	2.9
COc1ccc(S(=O)(=O)NC2CC2)cc1Cl	0.7	-8	1.8	-4	-11	2	-0.1	-0.7	1.2	-0.2	-0.5
CCOc1ccc(-c2nc(CSCC(=O)NC3CCCc4ccccc43)c(C)o2)cc1 (stereo not drawn)	-0.6	2	-0.3	-3	-3	-2	4.1	-1.0	0.8	-0.7	-1.2
CC1CCc2sc(C(=O)NNC(=S)NCC3CCCO3)cc2C1 (stereo not drawn)	1.1	-13	-3.3	-1	-8	2	-0.6	-0.9	-0.3	-0.2	1.3
COc1ccc(/C=N/Nc2nc3ccccc3c(=O)[nH]2)cc1	2.9	-227	6.6	4	-82	1	-0.9	-0.5	1.1	1.6	0.7
Fc1ccc(-c2n[nH]c(=S)n2CC2CCCO2)cc1 (stereo not drawn)	-1.7	-2	-0.4	7	-4	-2	-0.8	-0.5	-0.7	0.5	-1.1
O=C(c1ccc(S(=O)(=O)N2CCCCC2)cc1)N1CCN(c2ccccc2)CC1	0.5	-5	-1.7	-4	-6	2	-1.5	-1.1	0.5	0.6	0.1
CN(C)C(=O)CN(c1ccc(F)c(Cl)c1)S(C)(=O)=O	3.7	0	-0.2	-3	3	0	-2.0	-0.1	-0.6	1.4	-0.2
CC(=O)N1CCN(CCN=CC2=C(O)CC(C)(C)CC2=O)CC1	-0.7	3	0.4	3	-3	2	-2.1	-0.6	0.1	0.5	-1.0
O=C(c1ccccc1)c1ccc2nc(-c3ccc(NC(=O)c4ccccc4F)cc3)[nH]c2c1	-1.0	-10	2.4	1	-6	3	4.0	-1.4	-2.3	-0.3	-1.9
O=[N+]([O-])c1cc(Cl)cc2c1nc(NCCO)c1ccccc12	-1.2	12	-0.5	4	4	14	3.3	-1.3	-0.9	-0.1	3.0
CCOC(=O)/C(C#N)=C/c1c(N2CCN(c3cccc(Cl)c3)CC2)nc2c(C)cccn2c1=O	2.9	-4	-0.2	0	-1	-8	1.4	-0.8	2.9	-0.6	3.0
CCOC(=O)CC1NCCc2c1[nH]c1ccc(OC)cc21 (stereo not drawn)	1.0	-4	0.8	-2	0	-5	-0.6	-0.8	2.8	0.3	1.0
CCOc1cc(/C=N/NC(=O)c2ccc(-c3csc(Nc4ccc(C)cc4)n3)cc2)ccc1OCC(=O)O	4.1	-12	7.9	-1	-11	-7	1.3	-0.1	x	1.5	0.0
COc1ccc(N(C(=O)c2ccncc2)S(=O)(=O)c2ccc3c4c(cccc24)C(=O)N3C)cc1	-0.3	-27	-1.2	-2	-9	3	-0.4	-2.2	1.1	-0.1	-2.0
Cc1cccc(NS(=O)(=O)c2nnc(NC(=O)c3ccc(C)c(C)c3)s2)c1	1.0	-4	-1.0	-2	0	-2	0.3	-1.1	-0.1	0.2	1.6

By substructure: the compounds so far with a Cl atom.
SMILES	FXN GAA850 act	ADAM10 inh	hgDAF-12 ag	SMARCA2 activ	ADAM17 inh	GC-A act	PG9 binder	ssDAF12 agonist	DAX1 inh-1	DAX1 inh-2	hcDAF12 agonist
COc1ccc(S(=O)(=O)NC2CC2)cc1Cl	0.7	-8	1.8	-4	-11	2	-0.1	-0.7	1.2	-0.2	-0.5
CN(C)C(=O)CN(c1ccc(F)c(Cl)c1)S(C)(=O)=O	3.7	0	-0.2	-3	3	0	-2.0	-0.1	-0.6	1.4	-0.2
O=[N+]([O-])c1cc(Cl)cc2c1nc(NCCO)c1ccccc12	-1.2	12	-0.5	4	4	14	3.3	-1.3	-0.9	-0.1	3.0
CCOC(=O)/C(C#N)=C/c1c(N2CCN(c3cccc(Cl)c3)CC2)nc2c(C)cccn2c1=O	2.9	-4	-0.2	0	-1	-8	1.4	-0.8	2.9	-0.6	3.0

Going on with the list:
SMILES	FXN GAA850 act	ADAM10 inh	hgDAF-12 ag	SMARCA2 activ	ADAM17 inh	GC-A act	PG9 binder	ssDAF12 agonist	DAX1 inh-1	DAX1 inh-2	hcDAF12 agonist
CCOc1ccc(-c2csc(NC(=O)c3ccco3)n2)cc1	2.6	0	2.7	0	-3	-8	-1.9	-1.3	0.2	0.5	0.2
COC(=O)c1ccc(/C=C/c2c(-c3ccc(OC)cc3)sc3ccccc23)cc1	1.4	-21	0.6	3	-5	-10	-0.3	-1.3	-1.3	-0.2	1.1
CC(C)C[C@@H]1COc2cc(Br)ccc2S(=O)(=O)N1Cc1cn(Cc2ccco2)nn1	x	0	0.3	-2	-2	0	x	-1.5	x	-0.8	-1.2
C/C(=C\c1ccccc1)CN1CCC(C(=O)N2CCCC(C)C2)CC1 (stereo not drawn)	0.7	1	-2.8	-1	-2	2	-0.6	-1.2	1.5	-0.6	-0.2
CC(=O)NC(C)(c1ccccc1)c1nc(-c2cccc3cccnc23)cs1 (stereo not drawn)	2.3	-31	-2.5	2	-11	-2	0.8	-1.8	x	-2.1	-0.7
O=C(COc1cc(Cl)c(Cl)cc1Cl)Nc1cccc(O)c1	-0.8	1	17*	3	-4	11	-0.9	0.4	2.7	1.5	4.5
O=[N+]([O-])c1ccc(C[n+]2ccc(Cc3ccccc3)cc2)cc1	-1.4	0	-0.1	-1	0	0	-1.0	-1.0	0.6	-0.9	-0.5
O=C(N/N=C/c1ccccn1)c1cc(-c2ccc(Cl)s2)[nH]n1	0.1	4	2.4	-3	3	2	0.9	-0.9	1.6	-0.1	2.2
CC(C)C(=O)Nc1ccc(C(=O)NNC(=S)NC(=O)c2ccccc2[N+](=O)[O-])cc1	0.6	3	-0.6	0	0	4	-0.6	-2.0	-0.8	0.3	2.1
CC(=O)N1CCOc2cc(S(=O)(=O)NCc3ccc(F)cc3)c(C)cc21	-0.4	-1	-0.1	0	0	-1	0.1	-1.4	5.6*	-0.1	-2.2
CCc1sc(C(=O)Nc2ccc(N3CCOCC3)cc2)cc1C	0.3	0	8.6	7	1	1	-2.6	-1.2	-0.7	0.3	-1.9
COc1ccc(-c2n[nH]c(=S)n2-c2cc(OC)ccc2OC)cc1	-0.8	0	-2.9	-2	-1	-10	1.0	-0.1	0.3	0.0	-1.5
COc1ccccc1NC(=O)c1ccc(NC(=O)COC(=O)CCC2CCCC2)cc1	1.8	13	-2.1	-4	9.4*	2	-1.7	-0.9	0.7	-0.6	-1.0
Cn1c(SCC(=O)Nc2ccc(Cl)cc2F)nnc1-c1ccco1	2.0	-2	0.7	1	-3	0	-1.6	-1.4	-0.3	-0.5	-1.1
O=C1COc2ccc(C(=O)CSc3nnc(Cc4cccs4)n3-c3ccc(Cl)cc3)cc2N1	0.5	9	-4.7	-3	-2	-17	3.4	-1.9	-1.7	-1.3	-1.6
CC(=O)c1ccc(NC(=O)c2cccc(S(=O)(=O)N3CCN(C)CC3)c2)cc1	2.1	3	4.1	2	1	-1	-1.6	-0.8	-0.1	0.5	-0.5
COc1cccc(NC(=O)c2oc3ccccc3c2NC(=O)C(C)(C)C)c1	1.0	3	0.1	-3	6	2	-4.0	-1.9	-0.7	-2.2	-2.6
COC(=O)CN1C(=O)COc2ccc(S(=O)(=O)N3CCCCC3)cc21	-1.7	-10	0.9	-8	-2	2	-0.3	-0.3	-0.6	0.0	-0.6
CCC(=O)Nc1nc(C)c(-c2csc(Nc3cccc(C(=O)O)c3)n2)s1	0.0	-29	-0.1	-1	-7	4	-3.2	-1.7	0.8	0.1	-0.4
COc1cc(/C=C(\C#N)c2nc3ccccc3[nH]2)c([N+](=O)[O-])cc1OCc1ccccc1	1.9	-5	-0.8	-2	-5	17	0.4	-0.3	-2.5	-0.1	4.4
NC(=O)c1noc(C(=O)N(CC(=O)NC2CCCC2)Cc2ccc3c(c2)OCO3)c1N	0.5	-2	0.1	0	-4	-1	-0.7	-1.4	-0.1	0.3	-1.0
COc1ccccc1NC(=O)c1ccc(NC(=O)COC(=O)CC(NC(=O)c2ccccc2Cl)c2ccccc2)cc1 (stereo not drawn)	-2.0	18	-0.6	0	5	-3	-1.6	-2.3	0.2	0.1	-1.7
CCCCN(CC)CCCNC(=O)CC1Oc2ccccc2NC1=O (stereo not drawn)	1.2	-3	1.6	-5	1	2	-0.2	-0.8	1.0	-0.3	1.0
CC(=O)c1c(-c2ccccc2)c2cc(Cl)ccc2n(C)c1=O	0.2	-6	-6.2	-2	0	-10	-0.4	-2.1	-2.2	-1.1	-0.9
O=C(NC1CCCCC1)C(c1ccc2ncccc2c1)N(Cc1ccc(F)cc1)C(=O)c1cccs1 (stereo not drawn)	-2.5	-1	0.0	-1	0	-7	0.4	-1.2	0.1	-0.4	-1.2
CCn1c(CNS(=O)(=O)c2ccc(Br)cc2)nnc1SC	2.6	-8	-2.4	2	1	-1	1.9	-1.3	4.0	-1.4	2.7
NNc1nc(-c2ccccc2)c2cc(Cl)ccc2n1	-0.5	-63	-1.5	-3	-11	-7	-0.6	-1.0	2.7	-0.2	0.3
CCOC(=O)N1CCC(NC(=O)C(CC(C)C)NC(=O)C2CCC(C)CC2)CC1 (stereo not drawn)	-1.8	-4	-0.7	-2	-4	-6	-0.1	-1.3	-0.9	0.4	-1.0

Looked up above:
O=C(COc1cc(Cl)c(Cl)cc1Cl)Nc1cccc(O)c1 in hcDAF12 agonist = 4.5
O=[N+]([O-])c1ccc(C[n+]2ccc(Cc3ccccc3)cc2)cc1 in DAX1 inh-1 = 0.6
